Rev-erbA mod – Rev-erb alpha (human) modulation. Rev-erbα–FITC-DNA binding, fluorescence polarization, 90 min. actives 0.79% (n = 370,000). activity, % at 10 µM. AID 1259318;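 active means activity above about 14%, limit read from the data; passing the limit was not always enough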;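 further: 0% = DMSO wells with 35 nM protein and 100% = DMSO wells with 750 nM protein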
Target sequence (P20393 whole entry, looked up): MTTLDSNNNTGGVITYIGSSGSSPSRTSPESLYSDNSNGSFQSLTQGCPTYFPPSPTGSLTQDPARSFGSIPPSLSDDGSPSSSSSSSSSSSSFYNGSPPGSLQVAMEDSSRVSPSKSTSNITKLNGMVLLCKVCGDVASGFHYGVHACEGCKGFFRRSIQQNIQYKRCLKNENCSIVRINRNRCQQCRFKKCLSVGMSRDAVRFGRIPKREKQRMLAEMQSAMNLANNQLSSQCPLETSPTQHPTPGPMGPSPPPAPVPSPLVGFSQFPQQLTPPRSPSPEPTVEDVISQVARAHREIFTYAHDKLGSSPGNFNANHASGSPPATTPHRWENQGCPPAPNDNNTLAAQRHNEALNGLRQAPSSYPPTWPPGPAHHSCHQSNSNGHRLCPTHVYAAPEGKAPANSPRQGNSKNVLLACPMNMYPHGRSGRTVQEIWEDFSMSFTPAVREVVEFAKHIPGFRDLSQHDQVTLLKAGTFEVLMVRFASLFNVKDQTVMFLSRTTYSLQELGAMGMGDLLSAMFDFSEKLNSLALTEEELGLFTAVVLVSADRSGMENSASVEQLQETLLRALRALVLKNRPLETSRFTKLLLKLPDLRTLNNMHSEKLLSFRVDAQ
mABHD4 FP – inhibits mouse alpha/beta hydrolase domain 4; purified mABHD4, FP-Rh probe fluorescence polarization; inhibition, % at 8.92 µM; actives 0.54% (n = 370,000);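 active means inhibition exceeding the mean over every tested compound plus 3 SD, cut at about 30% in these data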;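 further: 0% = plate median of compound wells and 100% = S159A mutant with DMSO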
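System: mouse ABHD4 enzyme, wild type / Medium: HEPES pH 7.0, NaCl, Pluronic buffer / Reagent: FP-Rh activity-based fluorescent probe / Control set: S159A mutant high control, sample median low control / Detection: fluorescence polarization with parallel and perpendicular emission, 525/598 nm / Schedule: 45 min + 60 min at 25 °C / Compound dosing: 8.92 µM, single dose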
SMARCA2 act – SMARCA2 function activation, primary screen | MG213 cells, MMTV-luciferase reporter, dexamethasone, overnight | AID 652017 | actives 1% (n = 370,000) | activation, % at 9.1 µM; in the data active means activation above about 7.8%;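 further: 0% = vehicle wells and 100% = reference activator wells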
PG9 Ab binder – small molecules binding HIV-1 gp120 antibody PG9; TR-FRET gp120-PG9 antibody binding; inhibition, % at 6.7 µM; actives 0.43% (n = 360,000); AID 624416; in the data active means inhibition above about 8.5%
ASAP1 GAP inh – inhibitors of human ASAP1 ArfGAP activity | Q9ULH1 | ASAP1-stimulated ARF1 GTP hydrolysis, GDP FP detection | inhibition, % at 16.5 µM | actives 0.19% (n = 360,000); in the data active means inhibition above about 25%;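 further: 0% = vehicle with enzyme and substrate and 100% = no enzyme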
ARFGAP1 inhibitor – rat ARFGAP1 inhibition; Q62848; Arfgap1-stimulated ARF1 GTP hydrolysis, GDP FP detection; inhibition, % at 16.5 µM; actives 0.26% (n = 360,000); AID 651572;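 active means inhibition above a per-plate limit, mean inhibition of low control wells plus 3 SD, cut at about 25% in these data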;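 further: 0% = DMSO wells with enzyme and 100% = wells lacking Arfgap1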
Target sequence (Q62848 1-136 limits assumed): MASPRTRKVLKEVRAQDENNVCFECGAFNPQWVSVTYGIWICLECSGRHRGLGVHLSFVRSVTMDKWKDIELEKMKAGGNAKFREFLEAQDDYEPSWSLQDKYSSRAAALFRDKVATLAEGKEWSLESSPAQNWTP
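Repeats: one replicate per compound; assay system: rat Arfgap1 catalytic domain, aa 1-136; times: enzyme reaction 120 min at 25 °C after 20 min preincubation; detection: FP of antibody-bound GDP Alexa 633 tracer, ex 620/em 688 nm; benchmarks: high control wells lacking Arfgap1, low control full reaction with DMSO; reagent: human ARF1(Δ1-17)-GTP substrate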
GC-B act – GC-B (human) receptor activation | HEK293-GC-B cells, CNP EC30, cGMP TR-FRET; 0% at EC30 CNP, 100% saturating CNP | activation, % at 10 µM | actives 0.11% (n = 370,000);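 active means activation at 10 µM reaching about 35% in either raw or pattern-adjusted values, limit read from the data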
HTRA1 inh – blocks human HTRA1 serine peptidase | Q92743 | recombinant HTRA1, FP-rhodamine activity-based probe, fluorescence polarization | inhibition, % at 5.96 µM | actives 0.5% (n = 340,000) | AID 504803; in the data active means inhibition above about 36%;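 further: 0% = enzyme with DMSO and 100% = wells lacking enzyme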
NPR1 activator – GC-A (human) enzyme activation. P16066. HEK293 GC-A cells, cGMP TR-FRET, EC30 ANP; 0% at EC30 ANP, 100% saturating ANP. activation, % at 10 µM. actives 0.14% (n = 370,000); in the data active means activation above about 40%
rCAG RNA binder – molecules binding r(CAG) RNA repeats. r(CAG) RNA repeat, TO-PRO-1 dye displacement fluorescence. inhibition, % at 3 µM. actives 1.3% (n = 370,000). AID 651821;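 active means inhibition above the plate cutoff, the mean of all test compounds on that plate plus 3 SD, cut at about 35% in these data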;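 further: 0% = DMSO alone and 100% = 100 µM mitoxantrone as full dye displacement; higher means more dye released from RNA so lower well fluorescence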
* = called active by the depositor; . = no result given.

SMILES	Rev-erbA mod	mABHD4 FP	SMARCA2 act	PG9 Ab binder	ASAP1 GAP inh	ARFGAP1 inhibitor	GC-B act	HTRA1 inh	NPR1 activator	rCAG RNA binder
COC(CNC(=O)C1CCCN1C(=O)OCc1ccccc1)OC (configuration not stated)	-3	4	1	-0.1	-6	11	1	5	0	-3
COc1cc(C(=O)Nc2nc3ccccc3[nH]2)cc(OC)c1OC	4	2	-2	0.5	10	9	-5	1	7	-4
Cc1noc(C)c1CSc1nnc(C)c(=O)[nH]1	1	-1	1	1.2	1	2	0	1	-1	-4
Oc1c(Br)cccc1/C=N/c1ncn[nH]1	0	-5	-3	1.3	0	-21	4	3	7	2
O=C(O)C1CCN(S(=O)(=O)c2cccnc2)CC1	2	-3	0	-1.3	12	2	7	-3	1	11
CCc1ccccc1NC(=O)CN(C)S(=O)(=O)c1ccc2c(c1)c(=O)n(C)c(=O)n2C	-3	2	1	0.4	-9	0	-2	8	-5	1
CC(C)c1cc(-c2cc(C(=O)NCc3ccccc3)on2)nc(NC2CCCC2)n1	-1	-31	0	0.8	6	7	2	-42	5	3
COC(=O)CCCC1=CC2=CC(=O)C(C)(OC(=O)c3cccs3)C(=O)C2=CN1CCc1ccccn1 (configuration not stated)	2	10	0	-2.1	-5	2	3	0	2	12
CC(=O)N1CCN(C(=O)c2cccc(S(=O)(=O)Nc3ccc(C)cc3)c2)CC1	-1	-1	2	0.7	-4	-1	-9	3	0	2
COc1cccc(/C=N/NC(=O)CCc2c(C)n[nH]c2C)c1	-1	-6	-5	-1.8	-6	-12	-2	2	1	1
COc1ccccc1-n1cc(-c2ccc([N+](=O)[O-])cc2)[nH]c1=S	0	0	-3	0.6	1	1	-7	6	-1	8
O=C(O)c1cc(N/N=C/c2ccc(-c3ccc(F)cc3)o2)ccc1Cl	5	24	1	-6.0	15	-11	-4	2	2	56*
S=C(NCc1ccccc1)N1CCN(C2CCCCC2)CC1	-5	1	-2	0.4	6	1	1	-4	7	-8
Cc1nc(NC(=O)CSc2cc(C)c3ccccc3n2)c(Cl)cc1Cl	0	-1	-3	1.2	-6	-1	3	-7	4	5
O=C(COC(=O)c1ccco1)Nc1ccccc1[N+](=O)[O-]	0	-8	-3	-0.9	3	-3	2	-2	0	-5
Cc1cc(OCC(=O)NCc2ccccn2)c2c(C)c(C)c(=O)oc2c1	-2	5	-2	0.5	-19	-5	-14	-4	2	3
O=[N+]([O-])c1cc(S(=O)(=O)NCCc2ccccn2)ccc1Cl	-3	0	-1	-2.1	-3	17	0	2	-6	-1
CCCn1nnnc1NCc1ccccc1F	-3	-5	-4	-0.8	6	-2	0	-9	0	-2
Cc1cc(C)n2ncnc2n1	-6	0	-2	-0.4	3	2	2	8	0	-2
Cc1ccc(NC(=O)N2CCCC(c3ccccc3)C2)cc1 (configuration not stated)	-4	-5	2	-1.7	7	-4	0	-11	1	-5
O=C1NC(=O)/C(=C\c2ccccc2OCc2ccc([N+](=O)[O-])cc2)N1	-7	1	1	-0.7	10	14	0	-9	-4	9
CCn1cc(C(=O)O)c(=O)c2cc(F)c(N3CCN(C(=S)NC(=O)c4ccc(F)c(F)c4)CC3)cc21	-3	-2	-1	0.0	-4	4	-4	-13	0	2
Cc1cc(-n2nnc3ccccc32)nc2ccccc12	1	4	0	-0.6	-3	11	-8	-8	-1	1
Cc1ccccc1NC(=O)c1c(C)[nH]c(=S)c(C#N)c1-c1ccco1	-1	-8	-3	1.3	-12	10	0	-15	1	17
COc1ccc(NC(=O)COc2ccc(C)cc2)c([N+](=O)[O-])c1	-5	2	5	0.0	-7	15	1	.	0	-2
CCCCC/C=C/C1=CC(=O)C[C@H](c2ccc(Cl)cc2)C1	-4	-8	1	-1.9	-5	-1	-2	-12	1	8
CC(=O)OC1CCC2(C)C(=CCC3C4CC(=O)N(O)C(=O)C4(C)CCC32)C1 (configuration not stated)	0	-3	0	-1.1	-10	3	-1	-2	-1	6
O=C(Cn1nc(C(=O)O)c2ccccc2c1=O)NC12CC3CC(CC(C3)C1)C2	2	4	-3	-0.9	-6	5	-1	-3	2	0
O=C(CSc1nnc(NC(=O)c2ccco2)s1)Nc1ccccc1	-5	-4	7	1.6	6	15	1	-1	4	2
Cc1cc(C)n(C(=O)CNC(=O)COc2ccccc2)n1	3	6	0	-1.0	-1	-15	-1	2	1	-1
COc1ccc(NS(=O)(=O)c2ccc3c(c2)CCC(=O)N3)cc1O	0	1	1	0.2	8	-16	-2	7	-3	3
N#CCC[C@H]1CC[C@]2(CCCN(Cc3cccc4ccccc34)C2)O1	3	1	-5	.	.	.	-4	.	-4	1
CC1CCCC(NC(=O)C2CCCN2S(=O)(=O)c2cccc3nsnc23)C1C (configuration not stated)	-5	0	2	2.1	6	8	6	1	1	4
O=C(C1CCN(S(=O)(=O)c2cccc3nonc23)CC1)N1CCCCC1	0	1	0	0.5	9	-4	-3	2	6	-2
C=CCC(O)(CC=C)CNC(=O)C1CCC(=O)N(CCCc2ccccc2)C1 (configuration not stated)	4	5	2	-1.1	2	7	5	-5	2	-10
COc1cc(OC)c(C2CC(=O)N3CN(c4ccccc4)CSC3=C2C#N)cc1OC (configuration not stated)	-5	13	-1	-1.9	10	-5	2	-8	-6	32
O=C(CCc1nc2ccccc2[nH]1)Nc1ccc2c(c1)OCCO2	-11	2	-1	-2.1	-10	-10	2	6	0	2
Cc1cc(OCCCn2ccnc2)ccc1C(C)C	2	7	-1	0.8	-13	2	1	-3	-4	-5
CCCNC(=O)NCCC12CC3CC(CC(C3)C1)C2	-1	-5	2	1.1	1	3	7	1	1	-7
CCCN(Cc1nnc(-c2ccccc2Cl)o1)C(=O)c1cc([N+](=O)[O-])cc([N+](=O)[O-])c1	2	2	-1	-2.7	-13	5	-3	0	-2	-1
c1ccc(CNc2ncn[nH]2)cc1	0	-2	1	-0.6	3	-2	1	-2	1	-1
CCOC(=O)c1nnc(-c2cccs2)nc1NC(C)C	-4	-10	-1	-0.2	-2	-7	5	-9	3	-7
O=C1CCC(=O)N1c1cccc(OS(=O)(=O)c2ccccc2)c1	-2	-5	0	-0.5	4	-6	7	0	-3	0
CN(C(=O)c1ccccc1C(=O)OCC(=O)Nc1ccc(S(N)(=O)=O)cc1)c1ccccc1	0	-2	-2	-0.4	2	-10	-7	0	0	9
OC(c1ccc(F)cc1)c1nc(/C=C/c2ccccc2)cs1 (configuration not stated)	-1	-23	1	-1.0	5	16	-2	.	0	1
CCNC(=S)NS(=O)(=O)c1ccc(F)cc1	-5	-1	-5	0.1	-9	-2	-2	-2	4	-2
O=C(CCN1CCCCCC1)Nc1cccc(Cl)c1	4	3	3	-2.5	6	-4	1	-9	0	1
CC(NC(=S)Nc1ccc([N+](=O)[O-])cc1)c1ccncc1 (configuration not stated)	2	-2	-5	-2.3	-6	1	3	-5	3	6
Clc1c(-c2nnc3n2CCC3)sc2ccccc12	3	4	1	3.0	15	10	-1	-2	-1	1
CC(C)c1ccc(CNc2ncccn2)cc1	-3	14	4	-1.5	1	10	3	11	2	-2
O=S(=O)(c1ccc(C(F)(F)F)cc1)N1CCCc2nc(-c3ccc(F)cc3)ccc21	2	0	-2	-0.7	-8	2	-2	.	-1	5
Cc1ccc(CN2CCN(Cc3ccncc3)CC2CCO)o1 (configuration not stated)	-1	-10	0	0.1	10	0	4	6	2	0
COc1ccc(C(=O)Nn2c(SCC(=O)NCc3ccco3)nc3ccccc3c2=O)cc1	1	-1	2	-1.0	1	1	3	4	4	9
CC1=CC2C(C(O)CC3(C)C2CC(C)C32OCOC23COCO3)C2(C)C/C(=C\O)C(=O)C=C12 (configuration not stated)	-3	2	-8	-1.5	-4	-9	-6	-4	-8	19
COc1ccc(-n2c(=O)c3ccccc3n(CC(=O)c3ccccc3)c2=O)cc1OC	1	-2	-1	0.2	6	-6	2	6	6	2
O=C(O)COc1ccccc1/C=C1\C(=O)Nc2ccc(Br)cc21	9	-15	-1	-3.0	-13	-1	0	-11	0	43*
Cc1cc(Cl)ccc1C(=O)C1CCCN(C(=O)c2cscn2)C1 (configuration not stated)	5	0	0	0.6	-6	2	1	2	4	-3
CCCC1CCC2(CC1)CCC2OC(=S)NCCc1ccc(Cl)cc1 (configuration not stated)	0	-9	.	.	.	.	-6	.	-8	.
Cc1cc(Oc2ccccc2)nc(SCC(=O)Nc2ccc(Cl)c(Cl)c2)n1	-5	-79	-6	0.7	8	2	-5	-86	-6	10
COc1ccccc1C(=O)Nn1c(C2CCC2)nc2ccccc2c1=O	6	-2	-1	0.1	-2	6	-1	1	2	-3

Remaining list, next part
SMILES	Rev-erbA mod	mABHD4 FP	SMARCA2 act	PG9 Ab binder	ASAP1 GAP inh	ARFGAP1 inhibitor	GC-B act	HTRA1 inh	NPR1 activator	rCAG RNA binder
COc1cc(C(=O)N2CCN(c3cccc(Cl)c3)CC2)ccc1OCC(=O)N1CCOCC1	5	-2	-2	-0.3	-10	6	-9	-2	-3	0
Cc1c(Cl)cccc1NC(=O)N1CCN(C(=O)c2ccco2)CC1	-5	3	4	-2.5	7	-5	-1	2	5	0
CC(=O)Nc1ccc(N=Cc2ccc[nH]2)cc1	1	1	5	-2.5	2	5	1	5	-2	-1
COCCCNC(=O)C1CCC(CNS(=O)(=O)c2ccc(Cl)cc2)CC1 (configuration not stated)	-1	-1	-3	-1.9	10	4	2	1	1	-5
CC1(C(=O)NS(=O)(=O)c2cccc(OC(F)F)c2)CCN1C(=O)CCc1cccs1 (configuration not stated)	-7	6	-4	-1.1	2	2	-2	.	-2	7
O=C(Nc1c(Cl)cc2c(c1Cl)Cc1cc([N+](=O)[O-])ccc1-2)C(Cl)Cl	7	5	-4	1.2	-2	8	6	-1	9	10
